PfHsp40 rescue: compounds rescuing yeast from Plasmodium falciparum HSP40 toxicity; S. cerevisiae expressing PfHsp40, growth rescue, ATP luminescence; AID 504582; 340,000 tested, 0.68% active; growth rescue, % at 12.5 µM; in the data active = growth rescue above about 28%, passing the limit was not always enough; inconclusive = no clear call, values can overlap the other calls;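 note: yeast W303a lacking pdr1 and pdr3 grown in galactose medium; growth measured after three days at 30 °C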
Yp Topo-I inh: blocks Yersinia pestis topoisomerase I activity; AID 504884; 360,000 tested, 0.064% active; Y. pestis Topo-I cleavage product accumulation, plate reader; activity, % at 10 µM; in the data active = activity above about 50%, passing the limit was not always enough; inconclusive = no clear call, values can overlap the other calls; note: inactives centre near 2
FadD28 FP inh: blocks FadD28 binding to the bisubstrate probe. fluorescence polarization. inhibition, % at 12.5 µM. AID 588549. 360,000 tested, 0.22% active; in the data active = inhibition above about 8.5%, passing the limit was not always enough; inconclusive = no clear call, values can overlap the other calls
TcdB GH inh: TcdB glycohydrolase inhibition | TcdB glycohydrolase enzymatic assay, plate reader | inhibition, % at 9.99 µM | P18177 | AID 652162 | 350,000 tested, 0.24% active; in the data active = inhibition above about 10%
BoNT-A LC inh2: blocks Botulinum neurotoxin A light chain protease; multiplex microsphere protease substrate cleavage, flow cytometry; inhibition, % at 10 µM; 360,000 tested, 0.17% active; AID 588499; note: plate controls were buffer without enzyme for full effect and enzyme alone for no effect
BoNT F protease: inhibitors of Botulinum neurotoxin F light chain protease. Multiplex microsphere protease cleavage assay, flow cytometry. inhibition, % at 10 µM. 360,000 tested, 0.22% active; in the data active = inhibition above about 35%, passing the limit was not always enough; inconclusive = no clear call, values can overlap the other calls; note: plate controls were buffer without enzyme for full effect and enzyme alone for no effect
PrPC surface inh: cell surface PrPC inhibition, primary TR-FRET screen; P04156; TR-FRET read-out; inhibition, % at 13.8 µM; 370,000 tested, 0.43% active; AID 720596; in the data active = inhibition above about 24%; note: 0% = median of the test wells and 100% = reference compound wells
CCHFV vOTU inh: blocks the CCHF virus ovarian tumor domain protease. inhibition, % at 11.5 µM. AID 651958. 370,000 tested, 0.55% active. CCHFV vOTU protease, Pep-AMC fluorescence; in the data active = inhibition above about 30%; note: 0% = vehicle wells with enzyme and 100% = no enzyme wells
Anthrax LF prot: blocks Bacillus anthracis lethal factor protease; P15917; multiplex microsphere protease cleavage assay, LF; inhibition, % at 10 µM; 360,000 tested, 0.12% active; AID 588501; note: plate controls were buffer without enzyme for full effect and enzyme alone for no effect
Active calls of the source: *; ? = inconclusive; · = no result given; & = joins results of further samples. Cut-off read from the data, not from the text of the source, unless noted: active = inhibition above about 30%; inconclusive = no clear call, values can overlap the other calls; inactive = below that. The order is random, and some 2.3% of all compounds hit somewhere here.

Results follow in this order: PfHsp40 rescue, Yp Topo-I inh, FadD28 FP inh, TcdB GH inh, BoNT-A LC inh2, BoNT F protease, PrPC surface inh, CCHFV vOTU inh, Anthrax LF prot
1) Cc1ccc(S(=O)(=O)N2CCC(C(=O)OC(C)C(=O)NC3CCCCC3C)CC2)cc1 (stereo not drawn)
→ 0.1, 25, -3.4, 0.8, 4.6, -1, -3, 3, -1
2) CCOc1ccc(OCCC(=O)OCC(=O)NC2CCCC2)cc1
→ -0.5, -4, -3.3, 0.5, ·, ·, -2, 9, ·
3) Cc1ccc(C)n1-n1c(C)nc2sc(-c3ccccc3)cc2c1=O
→ 1.5, 35, -2.6, ·, -0.8, 0, 4, 4, -3
4) CCN1CCC(NCCc2ccc(F)cc2)CC1
→ 0.9, -5, 0.1, 0.1, ?, ?, -6, -13, 4
5) COCCCNCCOc1cc(C(C)C)ccc1C
→ 0.9, -10, -3.4, ·, -0.1, 5, -1, 18, -5
6) CSC1=NCCN1C(=O)c1c(F)cccc1Cl
→ -0.5, 0, -3.5, ·, -0.1, ?, -2, 18, 3
7) COC(=O)Cc1c(C)c2ccc(OC(=O)c3ccco3)cc2oc1=O
→ 1.8, 0, 0.2, ·, 0.4, 6, -3, -187, -4
8) COc1cc2c(cc1OC)C(c1cccs1)N(C(=S)NC(C)C)CC2 (stereo not drawn)
→ 2.2, 20, -2.2, 1.1, -0.9, -6, 6, 4, -7
9) OCCC1CN(Cc2cc3c(cc2Cl)OCO3)CCN1C1CCCCC1 (stereo not drawn)
→ -0.1, 0, -0.4, 0.6, 1.2, 4, -2, 6, -2
10) CCCOc1ccc(/C=N/NC(=O)CN2CCCCC2)cc1
→ -2.4, -1, -1.9, -0.8, -1.6, ?, -4, -1, 4
11) CC(C)CNC(=O)c1cccc2c1-c1ccccc1C2=O
→ -0.4, 2, -2.1, 0.0, 6.7, ?, 0, 4, -1
12) Cc1ccc(C(=O)NC(=S)NNC(=O)c2ccc([N+](=O)[O-])cc2)cc1
→ 15, -5, -0.6, 1.4, -3.6, -13, -8, 9, 5
13) O=C(c1ccccc1F)N1CCN(c2ccc([N+](=O)[O-])c3cccnc23)CC1
→ 0.9, -7, -0.5, 12*, 9.8, 8, -32, -7, 4
14) COc1cc(OC)cc(-c2c(-c3cccs3)c3cc(Br)ccc3n2C)c1
→ -0.5, -11, 0.4, -4.7, 1.1, -3, 11, 31*, 3
15) CN(C)S(=O)(=O)c1ccc(N2CCCC2)c(C(=O)Nc2ccc(N3CCOCC3)cc2)c1
→ 0.4, 10, 0.2, ·, 0.1, 0, 3, 5, -1
16) COc1nc(N)nc(NC(=O)c2cccs2)c1N=O
→ 0.7, -4, -4.7, 0.0, -0.3, -1, -2, -1, -14
17) CCOC(=O)c1sc(NC(=S)NC(=O)c2ccccc2Cl)c(C(=O)OCC)c1C
→ -1.7, 1, 0.3, ·, 1.2, 5, 1, 6, 3
18) CCn1c(C)nc2cc(C(=O)NNC(=S)Nc3ccc(Cl)cc3Cl)ccc21
→ -2.0, 7, 1.4, ·, 0.2, 0, 8, -20, -3
19) CCCCCCCCNCCS(=O)(=O)NCc1ccccc1OC
→ -0.9, ?, -1.9, 0.3, -0.3, -12, -5, 13, -1
20) C=CCc1ccc(OCCOCCOc2ccccc2[N+](=O)[O-])c(OC)c1
→ 1.2, 36, -2.8, ·, -0.3, -5, -1, 16, -3
21) CSc1ccccc1C(=O)NCCc1ccc(S(=O)(=O)N2CCCCC2)cc1
→ 0.5, -7, -1.0, 1.3, 0.8, -1, 4, 9, 2
22) CCOC(=O)c1c(C)[nH]c(C)c1C=O
→ 0.6, -11, -0.6, 1.5, 0.3, 7, -2, 10, 7
23) CC(=O)c1ccc(OCC(O)CN(C)Cc2cccs2)cc1 (stereo not drawn)
→ -0.5, 5, 1.5, ·, -1.1, -22, 4, 29, 2
24) CCOP(=O)(OCC)c1nc(-c2cccc3ccccc23)oc1NCCc1ccc(OC)cc1
→ 1.2, 34, -2.7, 0.9, -1.2, -10, -1, -167, -5
25) CNc1cncc(-c2ccc(O)cc2)n1
→ ·, -1, -2.2, 0.2, -0.1, 0, -7, -173, -4
26) CN1CCc2c(sc(N)c2C(=O)c2ccc(Cl)cc2)C1
→ 0.7, -12, -4.5, 1.1, 6.5, -31, -16, 14, -8
27) COc1ccc(CNc2ccc(C)c(C)c2)cc1
→ 0.2, 7, -3.8, -1.3, -0.1, 4, -3, 4, -3
28) COc1ccc(CCNC(N)=S)cc1OC
→ -1.2, -7, -2.7, ·, -0.5, 2, 2, -1, 0
29) CC(C)CCn1c(-c2nonc2N)nc2ccccc21
→ -1.9, 3, -6.5, ·, 1.1, 32, -3, 20, -7
30) CC(C)OC(=O)CSc1n[nH]c(-c2cccnc2)n1
→ 3.2, -2, 0.1, ·, -0.6, 1, -2, 4, -2

The list continues.
Results follow in this order: PfHsp40 rescue, Yp Topo-I inh, FadD28 FP inh, TcdB GH inh, BoNT-A LC inh2, BoNT F protease, PrPC surface inh, CCHFV vOTU inh, Anthrax LF prot
31) OC1CC2CCC(C1)N2CCCN1c2ccccc2Sc2ccc(Cl)cc21 (stereo not drawn)
→ 1.3, -14, -8.4, -1.2, -0.2, -11, -10, -3, -4
32) CCc1ccc(C(=O)CSc2nc3ccccc3c(=O)[nH]2)cc1
→ -0.9, 4, 1.9, ·, 0.4, 1, -3, 10, -6
33) O=C(c1cccc(C(F)(F)F)c1)C1CCCN(C(=O)CCCn2cncn2)C1 (stereo not drawn)
→ -0.7, -2, 0.5, -0.1, 0.6, 3, 2, 15, -3
34) Cc1cc(C)n(S(=O)(=O)/C=C/c2ccccc2)n1
→ -0.7, 10, -0.4, ·, -2.5, -3, 3, -1, 1
35) COc1ccc(S(=O)(=O)NCC2CCCO2)c(Cl)c1Cl (stereo not drawn)
→ -0.7, 9, -1.5, 2.5, -4.2, -7, 3, 3, -12
36) CCOc1ccc(-n2cc(C(=O)N3CCCCCC3)c3cc(OC)c(OC)cc3c2=O)cc1
→ 1.0, 21, 0.3, ·, 0.1, 10, 6, 1, 4
37) CCOc1ccccc1NC(=O)C1CCC(CNc2c(N3CCCCC3)c(=O)c2=O)CC1 (stereo not drawn)
→ 0.0, 17, -0.3, 1.1, -2.0, -11, 1, -12, -5
38) S=C(NCC1CCCO1)Nc1cccc(Cl)c1 (stereo not drawn)
→ -0.9, -12, -4.9, 1.6, -0.7, -6, 9, 13, -8
39) CC(NC(=O)c1cc(COc2ccc3ncccc3c2)on1)c1ccc(F)cc1 (stereo not drawn)
→ -0.6, -4, -1.0, 0.9, 1.3, 2, 33*, 2, 3
40) CC(CC(=O)C1C(C)C=CCC1(C)C)NNC(N)=O (stereo not drawn)
→ -1.7, 4, -3.8, -0.3, -0.4, -2, 3, 12, -3
41) Oc1cc(O)cc(/C=C/c2ccc(O)cc2O)c1
→ -2.8, -11, 6.1, ·, -0.3, -7, ·, ·, -4
42) Cc1ccc(N(CC(=O)NC2CCCC2)C(=O)CNC(=O)c2cccs2)cc1C
→ 0.2, 4, ·, 0.5, 0.2, 1, -2, 5, -1
43) COc1ccc(CNC(=O)COC(=O)c2ccc(F)c(S(=O)(=O)N3CCCCC3)c2)cc1OC
→ 1.5, 0, -0.8, -0.4, -0.5, -3, 9, 3, -3
44) CCC(c1nnnn1Cc1ccco1)N(CCc1ccccc1)Cc1cc2ccc(OC)cc2[nH]c1=O (stereo not drawn)
→ 0.5, 6, -0.7, ·, -0.4, -2, 3, -23, 3
45) C[C@@H]1CN([C@@H](C)CO)C(=O)CCCn2nncc2CO[C@H]1CN(C)S(=O)(=O)c1cccc(F)c1
→ ·, 0, -3.5, -0.5&-0.5&0.0, -0.7, -4, 2, 5, -7
46) C[C@H]1CCC[C@@]2(O[C@H](CCO)C[C@@H](O)[C@@H]2O)O1
→ -0.3, -7, -1.5, 1.3, -0.1, -4, -5, -7, 15
47) CCNC(=O)CSc1nnc(-c2ccc(OC)cc2)n1CC(C)C
→ -2.1, -11, -3.1, ·, 3.3, 2, 2, 1, -10
48) C=CCc1cccc(/C=N/NC(=O)COc2ccc(-n3cnnn3)cc2)c1O
→ 0.4, 7, -1.9, -1.5, 0.4, 10, 0, 10, -2
49) Nc1cccc(C(=O)Nc2ccco2)c1
→ 0.0, 6, -0.9, ·, 5.1, 8, 4, -2, -2
50) CCOc1ccc(-c2nnc(N3CCCCC3)c3ccccc23)cc1
→ 0.3, -8, -2.7, ·, -0.1, -4, -2, -1, -7
51) COc1ccc(-c2cnc(SCC(=O)Nc3nc(C(C)(C)C)cs3)n2Cc2ccco2)cc1
→ 0.2, 10, -2.8, ·, 0.7, -3, 5, 16, -5
52) COc1ccc(C(CNC(=O)c2cc(S(=O)(=O)NCc3ccco3)ccc2C)N(C)C)cc1 (stereo not drawn)
→ 0.1, -10, -0.8, 0.1, 3.7, -1, 2, -8, -6
53) CCCOc1ccccc1C1C(C(=O)OC)=CN(C(C)C)C=C1C(=O)OC
→ 0.2, 22, -0.9, ·, -0.4, -32, -7, -143, -1
54) O=C(O)c1ccccc1CSc1nc2ccccc2s1
→ 1.5, -5, -2.4, 0.0, -3.1, -17, -2, 7, -15
55) O=C(CCn1c(SCC(=O)NCc2ccco2)nc2ccccc2c1=O)NCCc1ccccc1
→ 0.0, 41, -0.9, ·, ?, 2, -4, 12, -3
56) CCc1ccc(NC(=O)c2ccc(S(=O)(=O)NCc3cccnc3)cc2)cc1
→ -1.6, 33, -1.8, 0.9, -1.1, 15, 6, -5, 6
57) O=C(CCc1nc2ccccc2[nH]c1=O)OCC(=O)c1ccc(Cl)cc1
→ 0.0, 4, -0.9, -0.4, -1.2, -10, -4, -18, -3
58) CNc1ccc([N+](=O)[O-])cc1-c1nc2ccccc2[nH]c1=O
→ 0.3, -1, -1.4, 0.5, -0.6, -2, 4, -6, -4
59) O=C(NCc1ccccc1F)c1ccc(S(=O)(=O)Nc2cccc(C(F)(F)F)c2)cc1
→ 1.0, 3, -2.3, ·, -0.5, -3, -1, 20, 0
60) C/C(=N\NC(=O)c1c(C)nc2ccccn12)c1ccccc1F
→ 0.3, 4, -0.2, 1.6, 1.3, 25, 5, -6, 8

Results in sequence from above.
Entries 37–45 in BoNT-A LC inh2: -2.0, -0.7, 1.3, -0.4, -0.3, 0.2, -0.5, -0.4, -0.7
Entries 37–45 in BoNT F protease: -11, -6, 2, -2, -7, 1, -3, -2, -4
Entries 37–45 in CCHFV vOTU inh: -12, 13, 2, 12, ·, 5, 3, -23, 5

Continuation:
Results follow in this order: PfHsp40 rescue, Yp Topo-I inh, FadD28 FP inh, TcdB GH inh, BoNT-A LC inh2, BoNT F protease, PrPC surface inh, CCHFV vOTU inh, Anthrax LF prot
61) O=c1oc2c(CN3CCOCC3)c(O)c(Cl)cc2c2c1CCC2
→ 0.5, -9, -0.9, ·, 0.1, -3, 5, -232, 1
62) COc1ccccc1CNC(=O)COC(=O)c1cccc(S(=O)(=O)N2CCCC2)c1
→ 0.2, 8, 0.8, 0.7, -0.9, -2, 2, -10, 0
63) Cc1cc(N/C=C\c2nnnn2-c2ccc(F)cc2)no1
→ -0.8, -6, 1.6, ·, -1.0, -2, 1, 7, 0
64) Cc1ccc(CN2CC(C(=O)Nc3ccc(F)c([N+](=O)[O-])c3)CC2=O)cc1 (stereo not drawn)
→ -1.1, 13, -0.7, 2.3, -0.7, -3, -26, -5, -5
